Compound activity as filed in PubChem.
GAA glycogen mod: alters human alpha-glucosidase cleavage of glycogen | P10253 | recombinant GAA, glycogen substrate, Amplex Red glucose oxidase fluorescence | Potency, µM (top dose mostly 76.4 µM), inactives show at the highest dose activity change, negative = inhibition, usual class: inhibitors | actives 0.38% (n = 300,000) | AID 2100; active = well fitted inhibition curve with a large enough effect; inconclusive = small, poorly fitted or top-dose-only effect, or another doubt; inactive = no such curve, though single readings can be large or run the other way;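 also: 0% = full enzyme reaction and -100% = no-enzyme basal signal; the screen sought inhibitors and activators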
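qHTS, 1536-well; enzyme 4 nM final; cpd up to 77 uM; substrate bovine liver glycogen 30 ug; 50 mM citrate/phosphate pH 5.0, 0.01% Tween-20; 37 C, 40 min; Amplex Red detection 45 min RT; Hill fit → AC50.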
* marks the source's active call; other numbers are inactive results; u = inconclusive; & = joins results of further samples; [ ] = remark or other dose. Potency is read from the fitted curve at half-maximal effect. An excerpt. The share of hits here may be higher or lower than overall.

SMILES	GAA glycogen mod
COc1ccc(CN2CC(C(N)=O)Oc3ccccc32)cc1F (configuration not stated)	-5%
COc1ccc(NC(=S)N2CCC(c3ccccc3)C2)cc1 (configuration not stated)	3%
CCN(CC)CCNCC(=O)N1c2ccccc2CCc2ccc(NC(=O)OC)cc21	-13%[76.3 µM]
NS(=O)(=O)c1ccc(CCNC(=O)CNC(=O)c2ccccc2Br)cc1	1%
O=C(O)c1ccc(NNC(=S)Nc2cc(C(F)(F)F)ccc2Cl)cc1	1%
O=C(NCc1ccccc1)C(c1cccnc1)N(C(=O)c1ccccn1)c1ccc(F)cc1 (configuration not stated)	-15%
Cc1c(C)n(CCO)c2ncnc(Nc3ccc(F)cc3)c12	0%
O=C(Nc1ccc(NC(=O)c2ccc([N+](=O)[O-])cc2[N+](=O)[O-])cc1)c1ccco1	-11%
Cc1ccc(C)c(OC(=O)CN2C(=O)c3ccccc3C2=O)c1	-13%[76.3 µM]
Cc1ccccc1N1CCN(Cc2ccc([N+](=O)[O-])o2)CC1	-4%[76.3 µM]
Cc1ccc(-c2cc(C(=O)N3CCCC3)c3ccccc3n2)s1	-4%[76.3 µM]
C=CCC(=O)NC1CC(C)(C)Cc2c1cnn2-c1ccc(C)cc1 (configuration not stated)	-6%[76.3 µM]

In a second layout: entries from further up.
GAA glycogen mod | smiles
-13%[76.3 µM] | Cc1ccc(C)c(OC(=O)CN2C(=O)c3ccccc3C2=O)c1
-4%[76.3 µM] | Cc1ccccc1N1CCN(Cc2ccc([N+](=O)[O-])o2)CC1
-4%[76.3 µM] | Cc1ccc(-c2cc(C(=O)N3CCCC3)c3ccccc3n2)s1
-6%[76.3 µM] | C=CCC(=O)NC1CC(C)(C)Cc2c1cnn2-c1ccc(C)cc1 (configuration not stated)

(listing goes on)
SMILES	GAA glycogen mod
COc1cc(CN(C(=O)Nc2cccc(Cl)c2)c2ccccn2)cc(OC)c1OC	7%[76.3 µM]
CCCn1nnnc1NCc1cccc(OC)c1	7%[76.3 µM]
Cc1cccc(N2CCN(C(=O)c3nn(C)c4c3CS(=O)(=O)c3ccccc3-4)CC2)c1C	1%&13%[76.3 µM]
c1ccc(NC2=NCCN2CCC2CCCCC2)cc1	3%[76.3 µM]
CN1CCN(c2ccc(NC(=S)NC(=O)c3cccc4c(Cl)cccc34)cc2)CC1	-7%[76.3 µM]
CN1CCN(c2ccccc2NC(=O)c2ccc([N+](=O)[O-])o2)CC1	0%[76.3 µM]
Cc1ccc(S(=O)(=O)NCC(=O)N(CC(=O)NCC2CCCO2)c2cccc(F)c2)cc1 (configuration not stated)	-12%
CCC(OC(=O)CN1C(=O)C(=O)c2ccccc21)C(=O)Nc1ccccc1OC (configuration not stated)	-7%[76.3 µM]
CCn1c(C)nnc1SCC(=O)Nc1ccc(N2CCOCC2)cc1	-2%[76.3 µM]
O=C(NCCc1ccccc1C(F)(F)F)C1CCC(=O)N(C2CC2)C1 (configuration not stated)	1%[76.3 µM]
CCCCN(C)C(=O)Cn1c(C2CC(=O)N(c3ccc(C)cc3)C2)nc2ccccc21 (configuration not stated)	6%[76.3 µM]
Cc1ccc(NC(=O)C2CCN(S(=O)(=O)c3ccc4c(c3)CCCC(=O)N4)CC2)cc1N(C)C	1%[76.3 µM]

A run of entries of the results above, as a working copy:
SMILES	GAA glycogen mod
COc1ccc(NC(=S)N2CCC(c3ccccc3)C2)cc1 (configuration not stated)	3%
CCN(CC)CCNCC(=O)N1c2ccccc2CCc2ccc(NC(=O)OC)cc21	-13%[76.3 µM]
NS(=O)(=O)c1ccc(CCNC(=O)CNC(=O)c2ccccc2Br)cc1	1%
O=C(O)c1ccc(NNC(=S)Nc2cc(C(F)(F)F)ccc2Cl)cc1	1%

The listing continues.
SMILES	GAA glycogen mod
O=C(NCC1CCCO1)C1CCCN1C(=O)Nc1ccccc1[N+](=O)[O-] (configuration not stated)	-18%
Cc1cccc(OCC(=O)NCCNC(=O)c2cnccn2)c1	0%
COc1ccc(-c2c(=O)n(OC)c3ccccc3[n+]2[O-])cc1OC	2%
CCCC(C)NC(=O)CN(c1ccc2c(c1)OCCO2)S(=O)(=O)c1ccccc1 (configuration not stated)	-3%[76.3 µM]
N#Cc1ccc2c(c1)C[C@]1(c3ccsc3)Oc3c(c(=O)oc4ccc(F)cc34)C2O1	-7%[15.3 µM]
Cc1cccn2c(=O)c3cc(C(=O)NC(C)C)n(C)c3nc12	2%[76.3 µM]
CC1CCCCN1S(=O)(=O)c1ccc2c(c1)C(C)(C)C(=O)N2C (configuration not stated)	5%[76.3 µM]
CC(C)CC(=O)N1CCC(N(CCc2ccccc2)Cc2ccccc2)CC1	7%[76.3 µM]
O=C1[C@@H]2Cc3c([nH]c4ccccc34)C(c3ccccc3)N2C(=O)CN1C1CC1 (some centres not stated)	-5%
Cc1cc(=O)oc2c3c(cc(OCC(=O)N[C@H](C(=O)O)c4ccccc4)c12)OC(C)(C)CC3	14%[76.3 µM]
Cc1ccc(C)c(NC(=O)NNS(=O)(=O)c2ccc(C)c(C)c2)c1	-1%[76.3 µM]
COc1cccc(C(=O)N2CCN(Cc3ccccc3Br)CC2)c1	-13%[76.3 µM]
CSc1cccc(NC(=O)CN(C)S(=O)(=O)c2cnc[nH]2)c1	0%[76.3 µM]
COc1cc2c(cc1OC)C(C)N(C(=O)Nc1ccccc1)CC2 (configuration not stated)	-6%
COc1ccc(C(CNC(=O)c2cc3c(s2)CCCC3)N2CCOCC2)cc1 (configuration not stated)	-1%[76.3 µM]
CCOc1ccccc1C1CC(=O)Nc2cc(C)c(C)cc21 (configuration not stated)	-6%[76.3 µM]
O=C(CN1C(=O)c2ccccc2S1(=O)=O)NCc1ccccc1	0%
O=C(NCC[C@@H]1C[C@@H]2C=C[C@H]1C2)c1cc(COc2ccc(F)cc2F)on1	9%[76.3 µM]
CCOC(=O)c1ccccc1NC(=O)N(C(C)C)C1CCN(C(C)=O)CC1	3%[76.3 µM]
Cc1cc(-c2ccc(C(C)C)c(S(=O)(=O)Nc3cc(C)on3)c2)on1	-2%[76.3 µM]
COc1ccccc1Nc1ncccc1[N+](=O)[O-]	2%[76.3 µM]
CCc1ncc(CN2CCCC(C(=O)Nc3cccc(-c4ccc(F)cc4)c3)C2)cn1 (configuration not stated)	-2%[76.3 µM]
CC(=O)c1cnc2nc(SCc3ccc(Cl)cc3)nn2c1C	2%[76.3 µM]
O=c1[nH]cnc2c1ncn2[C@@H]1C[C@@H](O)[C@H](CO)O1	3%

Part of the list above, set out differently.
CSc1cccc(NC(=O)CN(C)S(=O)(=O)c2cnc[nH]2)c1
- GAA glycogen mod = 0%[76.3 µM]

COc1cc2c(cc1OC)C(C)N(C(=O)Nc1ccccc1)CC2 (configuration not stated)
- GAA glycogen mod = -6%

COc1ccc(C(CNC(=O)c2cc3c(s2)CCCC3)N2CCOCC2)cc1 (configuration not stated)
- GAA glycogen mod = -1%[76.3 µM]

Next part.
SMILES	GAA glycogen mod
COc1cccc(CNC(=O)Cn2ccc3cc(S(=O)(=O)N4CCC(C)CC4)ccc32)c1	-9%[76.3 µM]
O=S(=O)(c1cccc(Br)c1)N1CCN(CCc2ccccc2)CC1	1%
CCCCc1c(O)nc(SCC(=O)N2CCCCCC2)[nH]c1=O	-1%
CC(=O)Nc1cccc(NC(=O)c2cccc(-c3ccc(O)cc3)c2)c1	0%[76.3 µM]
CCN(CC)S(=O)(=O)c1ccc(Cl)c(C(=O)NC2CCN(Cc3ccccc3)CC2)c1	0%
COc1ccccc1CNC(=O)COc1ccccc1C	-7%[76.3 µM]
COCCCNC(=O)CSc1nc2ccccc2c(=O)n1CCc1ccc(S(N)(=O)=O)cc1	3%[76.3 µM]
O=C(O)c1ccc(Nc2cccc(F)c2)c([N+](=O)[O-])c1	6%
COc1ccc(S(=O)(=O)N2CCOC2CNC(=O)C(=O)NCCCc2ccccc2)cc1 (configuration not stated)	7%[76.3 µM]
Cc1cc(NC(=O)c2cc(-c3cccc(OCC(C)C)c3)nc3ccccc23)no1	-3%[76.3 µM]
O=C(N/N=C/c1sc(=O)[nH]c1-[n+]1ccc2ccccc2c1)c1ccccc1[O-]	u
N#C/C(=C\c1ccccc1OCC(=O)O)c1nc2ccccc2[nH]1	-3%

Laid out differently: entries from further up
> O=C(N/N=C/c1sc(=O)[nH]c1-[n+]1ccc2ccccc2c1)c1ccccc1[O-]
- GAA glycogen mod = u
> N#C/C(=C\c1ccccc1OCC(=O)O)c1nc2ccccc2[nH]1
- GAA glycogen mod = -3%

(cont.)
SMILES	GAA glycogen mod
O=C(OCc1ccc(O)cc1)c1c(-c2ccsc2)oc2ccc(N3CCOCC3)cc12	1%[76.3 µM]
O=C(N/N=C\c1cccnc1)c1cc(-c2ccccc2)nc2c(Cl)cccc12	0%[76.3 µM]
O=C(O)c1ccc(NC(=O)c2ccc(COc3ccccc3)o2)cc1	5%
COc1cccc(-c2nnc(SCC(=O)N(C)c3ccccc3)o2)c1	-2%[76.3 µM]
CC1CCCC(NC(=O)C2CC(=O)N(Cc3ccccc3)C2)C1C (configuration not stated)	-5%[76.3 µM]
COC(=O)c1c(NC(=O)CN2C(=O)C(=O)N(CC(C)C)C2=O)sc(C)c1C	0%[76.3 µM]
COC(=O)c1ccccc1NC(=O)c1nc(-c2ccc(C)cc2)n2c1CCCCC2	13%[76.3 µM]
Cc1[nH]c(C)c(S(=O)(=O)Nc2ccc(OC(F)(F)F)cc2)c1C(=O)N1CCCCC1	-16%[76.3 µM]
Cc1cccn2c(=O)c3cc(C(=O)NCc4ccc(F)cc4)c(=N)n(CC4CCCO4)c3nc12 (configuration not stated)	2%[76.3 µM]
COc1cc(C2/C(=C(\O)c3ccc4c(c3)OCCO4)C(=O)C(=O)N2CCN2CCOCC2)cc(OC)c1OC (configuration not stated)	0%[76.3 µM]
Cn1nnnc1SCC(=O)Nc1nc(-c2ccc(F)c(F)c2)cs1	1%[76.3 µM]
O=C(COc1ccccc1)NCC(c1ccc(Cl)cc1)N1CCOCC1 (configuration not stated)	6%[76.3 µM]
O=C(Nc1ccc(Nc2ccccc2)cc1)c1ccc(Br)cc1	2%[76.3 µM]
CCCCN1CC(c2nc3ccccc3n2CCCCOc2ccccc2C)CC1=O (configuration not stated)	11%[76.3 µM]
Cc1ncc([N+](=O)[O-])n1CC(=O)Nc1ccc(Br)cc1	-16%
O=Cc1ccc(OCCN2CCCC2=O)cc1	-3%[76.3 µM]
COc1ccc(CCC(=O)Nc2nc(C)c(C(=O)N(C)C)s2)cc1	-15%[76.3 µM]
O=C(CN1C(=O)NC2(CCCC2)C1=O)Nc1ccc(Cl)cc1C(F)(F)F	-12%
O=C(O)c1ccccc1CSc1nnnn1-c1ccccc1	4%
CN(C)C(=O)COc1ccc(C(=O)/C=C/c2cccnc2)cc1	-13%
CCCCC(=O)Nc1ccc(C(=O)NCCN2CCOCC2)cc1	0%[76.3 µM]
Cc1ccc(-n2ccc(=O)c(C(=O)Nc3ccc(S(=O)(=O)Nc4nccc(C)n4)cc3)n2)cc1	0%[76.3 µM]
Cc1cc(=O)oc2c(C)c(OCC(=O)N3CCC(C(=O)O)CC3)ccc12	14%[76.3 µM]
COc1ccc(C)cc1-n1nnc(-c2nc(-c3ccccc3Cl)no2)c1N	-1%[76.3 µM]
COc1cc2c(cc1OC)-c1cc(Nc3ccc(F)cc3)nc(=O)n1CC2	-2%
Cc1ccc(CNC(=O)CN2C(=O)COc3ccc(S(=O)(=O)N4CCCCC4)cc32)o1	-1%[76.3 µM]
O=C(NC1CCCC1)c1cc(-c2ccc(Cl)cc2Cl)on1	-2%
Cc1nnc(N2C(=O)c3cccc4c([N+](=O)[O-])ccc(c34)C2=O)s1	2%[76.3 µM]
CC(C)CC(=O)Nc1nnc(S(=O)(=O)N2c3ccccc3CC2C)s1 (configuration not stated)	13%&11%[76.3 µM]
COc1cc2[nH]c(=O)n(Cc3ccc(C(=O)N4CCC(N5CCCCC5)CC4)cc3)c(=O)c2cc1OC	-18%[76.3 µM]
COc1ccccc1N1CCN(C(=O)c2cc(=O)c3cc(C)ccc3o2)CC1	-10%
COC(=O)Cn1c2ccccc2c2nc3ccccc3nc21	5%[76.3 µM]
CC(=O)c1ccc(OCc2cc(C(=O)N(C)Cc3cc(C)no3)no2)cc1	-5%[76.3 µM]
COc1ccc(OCc2cc(C(=O)N3CCCCCC3)no2)c(Cl)c1	-1%[76.3 µM]
COc1cc(C(=O)N2CCN(C)CC2)cc(OC)c1OC	-2%[76.3 µM]
COc1ccc(C2C(C(=O)c3ccco3)=C(O)C(=O)N2CC2CCCO2)c(OC)c1 (configuration not stated)	2%
O=C(NCCNC(=O)c1ccco1)c1ccc(Cl)c(Cl)c1	-10%
CCCCCC(=O)Nc1cc(S(=O)(=O)N2CCCCC2)ccc1N1CCOCC1	-1%[76.3 µM]
CCOc1cccc(C(=O)Nc2cc(C)ccc2NC(=O)c2ccco2)c1	0%[76.3 µM]
Cc1cccc(C(=O)NCc2nnc(SCC(=O)NC3CCCC3)n2C)c1	2%
COc1ccccc1/C=C\C(=O)NCC(=O)N/N=C(/C)c1cccc([N+](=O)[O-])c1	-4%
CN(C)S(=O)(=O)Nc1cccc(NC(=O)CC23CC4CC(CC(C4)C2)C3)c1	-3%
Cc1ccc(C(=O)Nc2ccc(N3CCOCC3)c3nonc23)cc1[N+](=O)[O-]	0%
O=C(Nc1c2c(nn1-c1ccc([N+](=O)[O-])cc1)CS(=O)(=O)C2)c1ccccc1F	-6%[76.3 µM]
CC/C(=N\NC(=O)c1nnn(-c2nonc2N)c1-c1cccs1)c1ccccc1	0%[76.3 µM]
CC[C@@]12C(=O)N(c3cccc(Br)c3)C(=O)N1[C@H](c1ccc(Cl)cc1)[C@@H]1C(=O)N(C3CCCCC3)C(=O)[C@@H]12	10%[76.3 µM]
CC(=O)Nc1ccccc1-c1nc2ccccc2n(C(C)C(=O)c2ccc(C)c(C)c2)c1=O (configuration not stated)	-13%[76.3 µM]
